Y pestis TopoI: Yersinia pestis topoisomerase I inhibitors, primary screen, biochemical, cleavage product accumulation, plate reader, single point; Y. pestis Topo-I cleavage product accumulation; activity, % at 10 µM; hit rate 0.064% among 360,000; in the data active = activity above about 50%, passing the limit was not always enough; also: inactives centre near 2
MazF activator: activators of E. coli MazEF toxin-antitoxin RNase, primary screen, biochemical, fluorescence, uHTS; FAM/BHQ RNA-DNA oligo cleavage fluorescence, 5 h; activation, % at 20 µM; hit rate 0.32% among 350,000; in the data active = activation above about 50%
Target sequence (P0AE70 whole entry, looked up): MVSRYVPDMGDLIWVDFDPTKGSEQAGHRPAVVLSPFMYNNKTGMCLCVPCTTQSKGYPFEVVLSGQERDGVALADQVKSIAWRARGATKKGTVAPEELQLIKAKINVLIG
PrPC surface inh: inhibitors of human cell surface prion protein PrPC, primary screen, cell-based, TR-FRET; Major prion protein (Homo sapiens), P04156; TR-FRET read-out; inhibition, % at 13.8 µM; hit rate 0.43% among 370,000; AID 720596, 2013; in the data active = inhibition above about 24%; also: 0% = median of the test wells and 100% = reference compound wells
DUSP3 inh: VHR1 phosphatase inhibitors, primary screen, biochemical, absorbance, uHTS. recombinant VHR phosphatase, pNPP absorbance. inhibition, % at 13.3 µM. hit rate 0.52% among 290,000; in the data active = inhibition above about 50%; also: some compounds called inactive have numbers as strong as hits
Target sequence (P51452 whole entry, looked up): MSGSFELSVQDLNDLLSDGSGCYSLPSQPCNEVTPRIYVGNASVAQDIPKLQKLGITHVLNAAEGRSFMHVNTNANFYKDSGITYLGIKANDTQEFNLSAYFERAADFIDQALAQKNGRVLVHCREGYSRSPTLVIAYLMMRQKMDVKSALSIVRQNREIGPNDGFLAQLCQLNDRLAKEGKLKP
Rv3671c inh: Rv3671c serine protease inhibitors, primary screen, biochemical, fluorescence polarization, M. tuberculosis H37Rv; hit rate 0.048% among 320,000; P9WHR9; inhibition, % at 5.96 µM; AID 2606, 2010; in the data active = inhibition above about 38%;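 also: extracellular domain of Rv3671c used as enzyme; 0% = enzyme with DMSO and 100% = no enzyme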
Target sequence (P9WHR9 whole entry, looked up, the tested form may be a part): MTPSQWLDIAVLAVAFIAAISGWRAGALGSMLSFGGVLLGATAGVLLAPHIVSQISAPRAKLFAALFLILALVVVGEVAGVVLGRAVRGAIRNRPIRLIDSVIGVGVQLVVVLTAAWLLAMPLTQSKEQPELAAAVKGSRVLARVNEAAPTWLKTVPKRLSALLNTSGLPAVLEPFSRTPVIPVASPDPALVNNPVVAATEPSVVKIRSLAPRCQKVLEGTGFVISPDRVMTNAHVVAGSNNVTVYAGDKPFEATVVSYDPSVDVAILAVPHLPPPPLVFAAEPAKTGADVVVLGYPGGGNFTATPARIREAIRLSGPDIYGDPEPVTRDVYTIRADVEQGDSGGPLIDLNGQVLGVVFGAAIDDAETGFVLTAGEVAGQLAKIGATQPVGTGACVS
BH1578 lux ind: inducers of Vibrio cholerae quorum light production without autoinducers, primary screen, BH1578 luxS cqsA deficient, single point; V. cholerae BH1578 lux reporter, luminescence, 6 h; activation, % at 18.7 µM; hit rate 0.16% among 350,000; in the data active = activation mostly above about 9.7%, no sharp cut-off; also: not every result past the cut was called active; inactives centre near 0; reference of the scale not given here
PriA SSB inh: inhibitors of Klebsiella pneumoniae PriA binding to SSB C-terminal tail, primary screen, biochemical, AlphaScreen | PriA–SSB C-terminal tail interaction (Klebsiella pneumoniae) | AlphaScreen SSBct-PriA binding, biotinylated peptide | inhibition, % at 33 µM | hit rate 0.6% among 430,000 | AID 1272365, 2023; in the data active = inhibition mostly above about 37%, no sharp cut-off; inactive = mostly below about 20%;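 also: plate controls were negative control peptide for no effect and reference peptide for full effect; strong numbers were not always called active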
CCHF vOTU inh: CCHFV vOTU protease inhibitors, primary screen, biochemical, Pep-AMC substrate, fluorescence. Crimean-Congo hemorrhagic fever virus L polyprotein viral ovarian tumor (vOTU) protease …. inhibition, % at 11.5 µM. hit rate 0.55% among 370,000. AID 651958, 2012; in the data active = inhibition above about 30%; also: 0% = vehicle wells with enzyme and 100% = no enzyme wells
SARS 3CLpro inh: SARS-CoV 3CLpro protease inhibitors, primary screen, biochemical, quenched FRET; Replicase polyprotein 1ab (Severe acute respiratory syndrome coronavirus), P0C6X7; recombinant SARS-CoV 3CLpro, quenched FRET peptide cleavage; inhibition, % at 6 µM; hit rate 0.14% among 290,000; AID 1706, 2009; in the data active = inhibition above about 12%
TcdB inh: TcdB glycohydrolase inhibitors, primary screen, biochemical, single point, plate reader. Toxin B (Clostridioides difficile), P18177. TcdB glycohydrolase enzymatic assay. inhibition, % at 9.99 µM. hit rate 0.24% among 350,000. AID 652162, 2013; in the data active = inhibition above about 10%
Numbers without * were called inactive; i = inactive; x = not tested or not shown; & = joins results of further samples. An excerpt; count on the stated rates, not on these rows.

SMILES	Y pestis TopoI	MazF activator	PrPC surface inh	DUSP3 inh	Rv3671c inh	BH1578 lux ind	PriA SSB inh	CCHF vOTU inh	SARS 3CLpro inh	TcdB inh
CC1CCc2sc(NC(=O)C3CC(Cl)=CCC3C(=O)O)c(C#N)c2C1 (stereo unspecified)	6	4	-4	-3	-3	0.3	-1	19	5	-1.6
CN(C)c1c(F)cc(-c2nn[nH]n2)cc1F	-4	1	6	18	8	-0.9	1	8	1	1.2
CC(=O)Nc1ccc(NC(=O)CCn2nnc3ccccc32)cc1	5	-1	-7	-4	-6	0.2	-8	18	9	0.8
CCO[C@H]1OC(C(=O)NCc2ccccc2)=C[C@@H](c2ccc3c(c2)OCO3)[C@@H]1CCCO	-7	3	-2	21	-4	-1.2	-5	-3	-2	0.2
Cc1cccc(NS(=O)(=O)c2c(C)nc3scc(C)n3c2=O)c1	4	3	-5	-1	-4	-0.3	-13	19	-2	-0.4
COC(=O)c1ccc(OCCn2cnc3ccccc3c2=O)cc1	4	-2	3	1	5	i	-16	-10	-9	x
Cc1cc(C)n(CC(O)COc2ccc3ccccc3c2)n1 (stereo unspecified)	5	5	-5	15	-5	i	-15&-1	-10	-1	1.2
O=C(Nc1ccccc1C(=O)Nc1ccc(Br)cn1)c1cccc([N+](=O)[O-])c1	-4	39	-1	4	8	-1.1	-7	11	7	0.6
O=[N+]([O-])/C(C(=C(Cl)Cl)N1CCOCC1)=C1\NCCO1	-8	5	4	16	5	-0.4	-12	11	3	1.5
Cc1cc(NC(=O)CCC(=O)N(CC(=O)NCC2CCCO2)c2ccc3c(c2)OCCO3)no1 (stereo unspecified)	2	3	-6	26	-4	-0.6	14	10	1	x
COc1cc2c(cc1NC(=O)C(C)Sc1ccc(NC(C)=O)cc1)oc1ccccc12 (stereo unspecified)	20	-8	22	18	-103	-0.1	3	25	-1	x
COc1cccc(C(NC(C)=O)c2nc(-c3cccc(C(=O)O)c3)cs2)c1 (stereo unspecified)	-8	x	2	x	x	7.4	x	-1	x	1.7
O=C(CSc1nccc(=O)[nH]1)NC1CCCCCC1	-9	16	-1	x	-1	i	-16	6	x	3.2
CCCS(=O)(=O)NC(=O)C1(C)CCCN(C(=O)c2cc3ccccc3s2)C1 (stereo unspecified)	3	x	7	x	x	0.6	x	-4	x	-12
COc1ccccc1-n1cnc2c(c1=O)c1nc3ccccc3nc1n2CCc1ccccc1	8	6	-3	29	-3	0.2	-3	-18	3	0.2
Cc1cc(S(=O)(=O)n2cnc3cc([N+](=O)[O-])ccc32)ccc1Cl	-2	-3	-5	2	-3	-0.4	-14	-13	3	0.9
CCOC(=O)n1c(=O)n(C)c2ccc(Cl)cc21	0	-4	-8	-2	4	i	3	22	4	0.4
COc1cccc(-c2cc(C(=O)Nc3cc(OC)c(OC)c(OC)c3)no2)c1	3	-8	6	17	-9	-2.9	1	1	6	x
N=C1C(c2nc(-c3cccc([N+](=O)[O-])c3)cs2)=C(O)CN1NC(=O)c1ccco1	-13	0	-4	37	1	-0.2	-6	-1	2	0.4
CCOC(=O)N1CCN(S(=O)(=O)c2cccc3ccc(C)nc23)CC1	-1	2	8	-8	-3	-0.4	-11	-8	4	x
O=S(=O)(NCC(c1cccnc1)N1CCN(Cc2ccccc2)CC1)c1cc(F)ccc1F (stereo unspecified)	10	1	-13	15	-2	i	6	-1	2	3.1
CCOC(=O)C(O)(c1ccc(NC(=O)Oc2ccccc2)cc1)C(F)(F)F (stereo unspecified)	0	5	-3	-4	-10	-0.4	-4	14	2	2.9
CCOC(=O)c1c(NC(=O)CN2CCCCC2)sc(C)c1C	6	2	-2	0	2	-1.6	-5	-7	1	1.3
O=C(c1ccccc1F)c1cn(CC(=O)N2CCOCC2)c2ccccc12	2	3	0	40	-3	i	-18	18	-3	x
O=C(CCl)NCc1c(Cl)cccc1-n1cccc1	6	5	-15	24	-11	-2.0	7	10	3	2.5
SMILES	Y pestis TopoI	MazF activator	PrPC surface inh	DUSP3 inh	Rv3671c inh	BH1578 lux ind	PriA SSB inh	CCHF vOTU inh	SARS 3CLpro inh	TcdB inh
CC(c1ccccc1)N(NC(=O)C(O)(c1ccccc1)c1ccccc1)C(=O)c1ccccc1 (stereo unspecified)	-8	-16	-3	40	4	-0.2	-9	7	2	5.5
COc1ccc(C2N(c3ccc(OC)cc3)C(=O)C3CCCN32)cc1 (stereo unspecified)	0	5	3	8	-4	i	-9	-3	0	2.3
COc1ccc(OC)c(C2=Nn3c(nnc3C3CCCCC3)SC2)c1	22	5	4	7	-8	2.6	-2	-1	-3	x
O=C(O)c1cccc2c1C(=O)c1ccc(-c3ccc(OC(F)(F)F)cc3)cc1S2(=O)=O	0	-8	-22	x	4	i	-3	20	x	0.5
OCCCNc1ncnc2c1[nH]c1ccccc12	2	-6	10	27	4	-0.6	-6	-5	2	0.4
Cc1ccc(S(=O)(=O)N(C)C)cc1NC(=O)c1cccs1	9	1	6	12	3	i	-1	0	-1	1.6
CN(C)S(=O)(=O)c1cccc(NC(=O)CCCC2CCCCC2)c1	41	-6	14	-7	-7	1.5	-5	14	8	1.1
CN(C)c1cccc(C(=O)Nc2cc(C(F)(F)F)ccc2-n2cnc3ccccc32)c1	2	-1	-2	38	-10	i	14	14	-1	1.4
Cc1nc(SCC(=O)NCCc2ccc(Cl)cc2)nc(C)c1C	6	2	-2	1	-2	i	-4	-16	1	1.7
CC(=O)Nc1ccc(NC(=O)C(C)Sc2nnc(C3CC3)n2-c2ccccc2)cc1 (stereo unspecified)	-6	-6	-3	x	2	-2.7	-4	0	x	0.9
CCOc1ccc(C(=O)Nc2nnc(SCC(=O)NCC3CCCO3)s2)cc1OCC (stereo unspecified)	-2	-4	2	-29	2	-0.1	-15	7	1	1.3
Cc1nn(-c2ccccc2)c2sc(-c3n[nH]c(=S)o3)cc12	5	1	-5	-15	9	-0.4	-4	-21	6	x
Cc1nn(CC(=O)OCC(=O)Nc2ccccc2[N+](=O)[O-])c(C)c1[N+](=O)[O-]	-3	3	-18	-10	2	1.6	10	4	-3	-0.2
CCCn1nc2cc(C(=O)NC3CCCc4ccccc43)ccc2c1OCC (stereo unspecified)	43	2	9	21	-3	-1.4	-8	-31	6	1.8
O=C(/C=C/c1ccc(Cl)cc1Cl)NC(=S)Nc1ccccn1	-2	3	2	21	-5	0.0	-7	4	-3	x
CCCCN(C=O)c1c(CC)nc2c(OCc3ccccc3C)cccn12	29	x	5	x	x	-0.6	x	6	x	0.8
c1ccc(Cn2ncc3c(N4CCCCC4)ncnc32)cc1	10	2	6	22	-6	i	-14	0	4	x
CCCCC(=O)Nc1nc2c(s1)COc1ccccc1-2	9	6	x	-2	-29	-0.3	1&-10	x	0	x
CCC(C)(C)C1CCC(=NNS(=O)(=O)c2ccc(C)c([N+](=O)[O-])c2)CC1 (stereo unspecified)	-3	125*	1	34	0	-0.4	-12	4	-3	1.8
CC(C)(CO)NC(=O)C(c1ccccc1)c1ccccc1	-6	6	9	1	6	-5.0	-6&-5	5	-5	x
COc1ccc(CC(=O)OCn2nnc3ccccc3c2=O)cc1OC	1	1	-6	29	6	i	-7&-11	0	0	0.6
CC1CCN(c2nc3ccc(C(=O)NCCCN4CCCCC4C)cc3s2)CC1 (stereo unspecified)	4	15	-17	25	5	-0.2	x	5	-9	0.9
COc1cc(C(=O)Nc2cccc(C)n2)ccc1OCC(=O)N1CCOCC1	-6	8	3	x	2	0.5	4	-6	x	-0.2
CCC(C)NC(=O)Cn1c(=O)n(CCCCCC(=O)Nc2ccccc2)c(=O)c2sccc21 (stereo unspecified)	2	5	3	-13	5	6.2	-14	-18	2	x
CNNC(=S)NC1CC2CC1C1C=CCC21 (stereo unspecified)	7	3	6	13	7	-0.6	-6	4	1	-0.6
COc1ccc(NC(=O)CN2CCN(S(=O)(=O)c3ccc(C(C)C)cc3)CC2)cc1OC	5	-3	2	15	-1	i	10	1	-4	x
CCCCOc1ccc(Cl)cc1CSc1n[nH]c(C)n1	7	0	3	13	-3	-0.4	1	-8	2	x
CC(CC(=O)N1CCN(C(=O)c2ccccc2)CC1)c1ccccc1 (stereo unspecified)	3	12	4	-3	8	i	-9	1	3	1.1
N#C/C(=C\c1ccncc1)C(N)=O	-1	-3	6	6	-4	-0.2	-15	6	-4	1.6
COc1ccc(NC(=O)CSc2nc3[nH]ncc3c(=O)[nH]2)cc1OC	4	6	-3	x	4	-0.8	-6	1	x	1.4

Structural class, the compounds so far containing a CF3 group (three)
SMILES	Y pestis TopoI	MazF activator	PrPC surface inh	DUSP3 inh	Rv3671c inh	BH1578 lux ind	PriA SSB inh	CCHF vOTU inh	SARS 3CLpro inh	TcdB inh
CCOC(=O)C(O)(c1ccc(NC(=O)Oc2ccccc2)cc1)C(F)(F)F (stereo unspecified)	0	5	-3	-4	-10	-0.4	-4	14	2	2.9
O=C(O)c1cccc2c1C(=O)c1ccc(-c3ccc(OC(F)(F)F)cc3)cc1S2(=O)=O	0	-8	-22	x	4	i	-3	20	x	0.5
CN(C)c1cccc(C(=O)Nc2cc(C(F)(F)F)ccc2-n2cnc3ccccc32)c1	2	-1	-2	38	-10	i	14	14	-1	1.4

Entries shown so far containing a Cl atom (eight):
SMILES	Y pestis TopoI	MazF activator	PrPC surface inh	DUSP3 inh	Rv3671c inh	BH1578 lux ind	PriA SSB inh	CCHF vOTU inh	SARS 3CLpro inh	TcdB inh
CC1CCc2sc(NC(=O)C3CC(Cl)=CCC3C(=O)O)c(C#N)c2C1 (stereo unspecified)	6	4	-4	-3	-3	0.3	-1	19	5	-1.6
O=[N+]([O-])/C(C(=C(Cl)Cl)N1CCOCC1)=C1\NCCO1	-8	5	4	16	5	-0.4	-12	11	3	1.5
Cc1cc(S(=O)(=O)n2cnc3cc([N+](=O)[O-])ccc32)ccc1Cl	-2	-3	-5	2	-3	-0.4	-14	-13	3	0.9
CCOC(=O)n1c(=O)n(C)c2ccc(Cl)cc21	0	-4	-8	-2	4	i	3	22	4	0.4
O=C(CCl)NCc1c(Cl)cccc1-n1cccc1	6	5	-15	24	-11	-2.0	7	10	3	2.5
Cc1nc(SCC(=O)NCCc2ccc(Cl)cc2)nc(C)c1C	6	2	-2	1	-2	i	-4	-16	1	1.7
O=C(/C=C/c1ccc(Cl)cc1Cl)NC(=S)Nc1ccccn1	-2	3	2	21	-5	0.0	-7	4	-3	x
CCCCOc1ccc(Cl)cc1CSc1n[nH]c(C)n1	7	0	3	13	-3	-0.4	1	-8	2	x

Source: PubChem BioAssay
